Compound activity as filed in PubChem.
FAS-TE inh: FAS thioesterase domain inhibitors, primary screen, biochemical, fluorescence intensity, uHTS. Fatty acid synthase (Homo sapiens), P49327. recombinant FAS-TE, OMFH fluorogenic substrate, fluorescence endpoint. inhibition, % at 15 µM. 360,000 compounds, 0.67% hits. AID 602261, 2012;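 active = compounds whose normalised, plate-corrected inhibition of enzyme fluorescence in the single-dose primary screen is 50% or more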;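 note: 0% = DMSO with enzyme and 100% = substrate without enzyme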
CSN inh: inhibitors of CSN-mediated cullin deneddylation, primary screen, biochemical, fluorescence polarization, uHTS | Purified CSN, SCF-Nedd8-OG deneddylation | 360,000 compounds, 0.38% hits | inhibition, % at 12.5 µM | AID 651999, 2013;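 active = pattern-corrected inhibition above about 35%, with an unprinted fluorescence ratio check between 0.5 and 1.5, limit read from the data, passing the limit was not always enough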;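 note: 0% = enzyme with substrate and 100% = substrate without enzyme; some results filed as inactive read as strong as hits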
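Test system: purified human Csn5 enzyme expressed in HEK293T cells. Amount: 0.24 nM enzyme. Reagent: SCFSkp2-Nedd8OG substrate at 10 nM final. Schedule: 90 min incubation of compound, enzyme and substrate at room temperature. Detection: fluorescence polarization. Read-out: % inhibition of substrate cleavage by Csn5.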
Rpn11 inh: Rpn11 (PSMD14) deubiquitinase inhibitors, primary screen, biochemical, fluorescence polarization, uHTS. human 26S proteasome, Ub4-pepOG fluorescence polarization; 20S core pre-blocked with epoxomicin. AID 588493, 2011. calls only at 20 µM. 26S proteasome non-ATPase regulatory subunit 14 (Homo sapiens), O00487. 360,000 compounds, 0.59% hits;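 active = inhibition at 20 µM, scaled to each plate's controls, above about 33%, limit read from the data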
MT1-MMP act inh: blockers of MT1-MMP proenzyme processing, primary screen, HT1080 RFP-PRO-GFP cells, GFP/RFP fluorescence; GFP/RFP ratio fluorescence, overnight; percent of plate control window, DMSO zero; GFP/RFP ratio change, % at 20 µM; 360,000 compounds, 0.061% hits; AID 651647, 2012;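 active = GFP/RFP ratio change of at least 30% with cell ATP level not reduced by more than half and red fluorescence within 50% of control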; note: strong numbers were not always called active
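Assay system – RFP-PRO-GFP reporter HT1080 cells · Compound dosing – single dose of 20 µM compound, 1% DMSO final · Incubation – overnight compound exposure at 37 °C · Measure – GFP/RFP fluorescence ratio · Benchmarks – DMSO wells and RFP-L50D-GFP cells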
MLLE-PAM2 inh: inhibitors of PABP1 MLLE–PAM2 peptide binding, primary screen, biochemical, fluorescence polarization, FITC-PAM2, GST-MLLE | Polyadenylate-binding protein 1 (Homo sapiens), P11940 | inhibition, % at 20 µM | 360,000 compounds, 0.36% hits; in the data active = inhibition above about 35%, passing the limit was not always enough;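 note: plate controls were DMSO wells with GST-MLLE for no effect and wells lacking GST-MLLE protein for full effect; some results filed as inactive read as strong as hits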
SKN-1 block: suppressors of acrylamide-induced Pgst-4::GFP reporter in worms, primary screen, SKN-1 inhibitor project, whole organism, uHTS, GFP/RFP fluorescence ratio, strain VP596; C. elegans VP596 Pgst-4::GFP/RFP ratio, 24 h; inhibition, % at 21.8 µM; 360,000 compounds, 0.49% hits; AID 624304, 2012;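 active = interference check ratio from 0.5 to 1.5 plus GFP to RFP signal ratio inhibition reaching or exceeding a fixed threshold, cut at about 30% in these data, passing the limit was not always enough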; note: some compounds called inactive have numbers as strong as hits
Neddyl block: inhibitors of cullin neddylation, primary screen, biochemical, TR-FRET, uHTS, NAE and Ubc12; AID 651699, 2012; 360,000 compounds, 0.58% hits; calls only at 25 µM; in the data active = inhibition above about 36%
NadD block: inhibitors of S. aureus NadD, primary screen, biochemical, colorimetric, uHTS | AID 602399, 2012 | inhibition, % at 20 µM | purified NadD enzyme, colorimetric absorbance read-out | Nicotinate-nucleotide adenylyltransferase NadD (Staphylococcus aureus N315) | 360,000 compounds, 0.78% hits; in the data active = inhibition above about 26%; note: some compounds past the cut are filed as inactive
Rin1 Abl inh: inhibitors of Rin1-Abl protein binding, primary screen, biochemical, TR-FRET; Tyrosine-protein kinase ABL1 (Homo sapiens) + Ras and Rab interactor 1 (Homo sapiens), …; inhibition, % at 7.35 µM; 360,000 compounds, 0.4% hits; AID 588664, 2011; in the data active = inhibition above about 5%, passing the limit was not always enough
An asterisk follows results filed as active; i = inactive; x = not tested or not shown; + = active, no number; & = joins results of further samples.

No. | smiles | FAS-TE inh | CSN inh | Rpn11 inh | MT1-MMP act inh | MLLE-PAM2 inh | SKN-1 block | Neddyl block | NadD block | Rin1 Abl inh
1 | COc1cc(/C=C2/C(=O)NN(c3ccc(Cl)c(Cl)c3)C2=O)cc([N+](=O)[O-])c1O | 5 | 3 | i | 5 | -102 | 10 | i | 10 | 0
2 | CCCCN(C)C(=O)c1nc2ccccn2c1CN1CCN(c2cnccn2)CC1 | -8 | -2 | i | 6 | 12 | 3 | i | 7 | -2
3 | CN(Cc1ccc(OCC(O)CN(C)Cc2ccccc2)cc1)Cc1nccn1C (centres undefined) | -5 | -2 | i | 12 | -4 | -14 | i | -13 | 2
4 | Cc1ccc(-c2csc(NC(=O)c3cnccn3)n2)cc1C | -6 | -2 | i | -3 | -8 | -6 | i | 4 | 0
5 | Cc1ccc(NC(=S)NNC(=O)c2nn(C)c(C)c2Cl)cc1 | -6 | 1 | i | 1 | -15 | 20 | i | -1 | 2
6 | C#CCN1C(=O)C(O)(CC(=O)c2cccc(OC)c2)c2ccccc21 (centres undefined) | -7 | -4 | i | -3 | -1 | 5 | i | -4 | 2
7 | Cc1ccc(CN=c2c([N+](=O)[O-])nn(-c3cccc(Cl)c3)n2O)cc1 | 13 | 18 | i | 1 | -9 | 14 | i | -5 | -1
8 | CCN(CC)S(=O)(=O)c1cccc(C(=O)NCC2CCCCC2)c1 | 6 | 2 | i | 0 | 2 | -7 | i | -2 | -2
9 | Cc1ccc(NC(=O)NCCN2CCCCC2)cc1Cl | -5 | 4 | i | 1 | -11 | -3 | i | -5 | 1
10 | COc1ccc(C(=O)NC(=S)Nc2ccc3oc(=O)ccc3c2)cc1OC | -3 | -4 | i | 1 | 22 | -6 | i | 0 | -2
11 | Cn1c(-c2ccccc2)c[n+]2c1CCCCC2 | 1 | 1 | i | -2 | -2 | 5 | i | -1 | -4
12 | CCN(CC)CCSc1nc(O)c(C(C)C)c(=O)[nH]1 | -8 | -5 | i | -6 | 10 | -28 | i | -8 | 0
13 | C=CCN1C(=O)C(Cc2cccc(C)c2)SC1=Nc1ccc(C(=O)O)cc1 (centres undefined) | -4 | -5 | i | -3 | 1 | 16 | i | -4 | -2
14 | Cc1ncc(CO)c(/C=N/NC(=S)Nc2ccc(C(C)C)cc2)c1O | -4 | 10 | i | -5 | -14 | -2 | i | 7 | 1
15 | COc1cc(NC(=O)c2nccn2C)cc(C(=O)Nc2cccc(C(F)(F)F)c2)c1 | -7&-10 | -2&14 | i | 0&-1 | -6&14 | 12&0 | x | -4&-10 | -2&2
16 | CS(=O)(=O)c1ccc(C(=O)OCC(=O)NC(=O)C2CCCCC2)cc1[N+](=O)[O-] | 7 | 9 | i | -2 | -30 | -2 | i | -7 | 3
17 | N#Cc1cccc(C(=O)Nc2ccc(S(=O)(=O)Nc3nccs3)cc2)c1 | 4 | -3 | i | -6 | -35 | -12 | i | 1 | 0
18 | CC(C)(C)[C@H]1COC(=O)CC/C=C\C[C@H](CC(=O)N(CCO)Cc2ccccc2)C(=O)N1 | -13 | -5 | i | 0 | 5 | 3 | i | -3 | 6
19 | Cc1ccc(S(=O)(=O)N(C)C[C@H]2OCCCC[C@@H](C)Oc3ccc(N(C)C)cc3C(=O)N([C@H](C)CO)C[C@@H]2C)cc1 | -2 | -4 | i | 2 | 0 | -9 | i | 3 | -1
20 | CCOC(=O)c1c(C)nc2c(c1-c1ccc(OC)c(OC)c1)C(=O)c1ccccc1-2 | 19 | 2 | i | -8 | -4 | 12 | i | -6 | 4
21 | CCOc1ccc(S(=O)(=O)N2CCOCC2)cc1NC(=O)c1ccc(N2CCCC2=O)cc1 | 0 | -5 | i | 1 | -21 | 20 | i | 6 | -1
22 | Cc1cccc(C)c1OCC(=O)N(Cc1ccc(N(C)C)cc1)C1CCS(=O)(=O)C1 (centres undefined) | -4 | 0 | i | 2 | -8 | 19 | i | 1 | 3
23 | COc1ccccc1-n1cnc2cc(C(=O)N3CCOCC3)ccc21 | -4 | -5 | i | -3 | 4 | 32 | i | -3 | 3
24 | CON1C(=O)CN(C(C)=O)C1c1ccc(Cl)cc1Cl (centres undefined) | -7 | 3 | i | x | 7 | 4 | i | -2 | 0
25 | O=C(Nc1ccccc1C(=O)O)c1cccc(S(=O)(=O)Nc2ccc(Br)cc2)c1 | 17 | -3 | i | 1 | 2 | 3 | i | 1 | 2
26 | Brc1cc2c(cc1Cn1c(-c3cncs3)nc3ccccc31)OCO2 | 0 | 11 | i | 2 | 0 | -22 | i | 9 | -1
27 | CC(C)(C)c1ccc(S(=O)(=O)Nc2ccc3c(c2)COC3=O)cc1 | 5 | 0 | i | 7 | 6 | 3 | i | -11 | 4
28 | O=c1[nH]c2cc3c(cc2cc1C(c1nnnn1C1CCCC1)N1CCSCC1)OCCO3 (centres undefined) | -3 | 0 | i | -6 | -4 | 7 | i | 4 | -4
29 | CCOC(=O)C1CCCN(c2nc3c(C)cccn3c(=O)c2/C=C(\C#N)C(=O)NCc2ccco2)C1 (centres undefined) | 52* | 4 | i | 0 | -8 | 3 | i | -1 | 0
30 | CC(=O)Nc1ccc(CNc2ncnc3ccc(-c4c(C)noc4C)cc23)cc1 | -12 | 0 | i | 21 | 8 | 2 | i | -4 | 0
31 | CCn1c(C)cs/c1=N\C(=S)Nc1ccccc1C | -11 | -11 | i | 0 | -87 | 6 | i | -2 | -1
32 | Cc1cc([N+](=O)[O-])ccc1NC(=O)c1cncc(Br)c1 | -7 | 1 | i | -4 | -2 | -2 | i | -5 | 4
33 | Cc1ccc(NC(=O)CCc2nnc3ccc(N4CCC(C)CC4)nn23)nc1 | 4 | -1 | i | 2 | -6 | 13 | i | -6 | 0
34 | CN(CC(=O)Nc1ccccc1C(F)(F)F)C(=O)CN1C(=O)C2CCCCC2C1=O (centres undefined) | -3 | -11 | i | -2 | -1 | -2 | i | -3 | -1
35 | COCCN(Cc1ccccc1)C(=S)Nc1ccc(OC(F)F)cc1 | 18 | 7 | i | -1 | -122 | 3 | i | -11 | 2
36 | Cc1ccc(-n2c(C)n[nH]c2=S)cc1C | -10 | -9 | i | 0 | 9 | -16 | i | 0 | 1
37 | COc1ccc(N2C(=O)C3CCCN3C2c2ccc(C)o2)cc1Cl (centres undefined) | -8 | 1 | i | -3 | -19 | 23 | i | 9 | -2
38 | COc1ccc(C(=O)N2CCC(C(=O)N3CCN(Cc4ccccc4)CC3)CC2)cc1 | -4 | 1 | i | 3 | -3 | 1 | i | 2 | 2
39 | COc1cccc(OCc2nnc(SCc3cc(=O)[nH]c4ccccc34)o2)c1 | 2 | -3 | i | 2 | -19 | 4 | i | -3 | 2
40 | CN(C)CCNC=C(C(=O)Nc1ccc(Cl)cc1Cl)C(=O)Nc1ccc(Cl)cc1Cl | 5 | -1 | i | 2 | -2 | 25 | i | 3 | -3
41 | O=Cc1cccn1-c1cccnc1 | -7 | -5 | i | -2 | 5 | 2 | i | -6 | 2
42 | O=c1ccn(-c2cccc(C(F)(F)F)c2)nc1-c1ccn(-c2ccccc2)n1 | 4 | -2 | i | -4 | 5 | -13 | i | -5 | -4
43 | CC(C)CC1c2[nH]c3ccccc3c2CCN1C(=O)C1CCOCC1 (centres undefined) | 1 | -5 | i | 0 | 2 | 0 | i | 3 | -2
44 | COc1cc(C=Nc2cccc([N+](=O)[O-])c2C)ccc1OC(C)=O | -9 | -10 | i | 6 | -2 | -14 | i | 1 | 0
45 | OC[C@@H]1CN(Cc2ccccc2)C[C@H](n2ccc3c(N4CCCC4)ncnc32)O1 | 0 | 4 | i | 6 | 13 | 4 | i | 5 | -3
46 | O=C(NCCO)C(=O)NCC1OCCCN1S(=O)(=O)c1ccc2c(c1)OCCO2 (centres undefined) | -6 | 4 | i | 2 | 2 | 2 | i | 1 | -2
47 | Cc1cccc(OCC(=O)NC2CCCc3ccccc32)c1C (centres undefined) | 18 | -1 | i | -10 | -1 | -12 | i | -3 | -7
48 | O=C(c1ccccc1)N1CCN(C(=O)c2ccccc2)c2ccccc21 | -8 | -8 | i | 0 | -5 | 11 | i | -1 | 2
49 | NC(=O)c1ccc(NC(=O)CN2CCN(c3ccccc3)CC2)cc1 | -3 | -1 | i | 0 | -3 | -18 | i | -4 | -1
50 | CC(C)C(N)c1csc(NC(=O)Nc2cccc(C(F)(F)F)c2)n1 (centres undefined) | -11 | -4 | i | -9 | -8 | 3 | i | 7 | -3
51 | COc1cccc(N2CCN(C(=O)c3cn(Cc4ccccc4)nc3-c3cccnc3)CC2)c1 | -1 | 1 | i | -3 | -2 | -14 | i | 0 | 1
52 | O=C(CSc1nc2c(cnn2-c2ccc(F)cc2)c(=O)[nH]1)N1CCCc2ccccc21 | 13 | 2 | i | 0 | -12 | 19 | i | 14 | 4
53 | COc1ccccc1NC(=O)N(C)C[C@@H]1OCc2cnnn2CCCC(=O)N([C@H](C)CO)C[C@@H]1C | -7 | 5 | i | 2 | 5 | 7 | i | 2 | -3
54 | O=C(CN1CCN(Cc2cccc(F)c2)CC1)Nc1ccccc1F | -2 | -8 | i | -1 | 7 | -1 | i | -6 | 3
55 | Cc1ccc(OCCSc2nc(N)cc(N)n2)cc1 | -6 | -15 | i | 3 | 5 | 5 | i | 2 | 2
56 | Cc1ccc(Cc2c(-c3ccco3)nc3c4ccccc4ccn23)cc1 | 21 | 22 | + | -12 | -32 | 7 | i | 12 | 5
57 | CCN(C(=O)c1cccc(NC(=O)c2ccccc2)c1)C1CCCCC1 | 6 | 2 | i | 2 | -4 | -2 | i | 1 | -1

Hits appear at their usual frequency, and some 3.9% of all compounds hit somewhere here.
